Bioassay records (PubChem)
proKLK7 act = proKLK7 zymogen activators, primary screen, biochemical, fluorescence intensity; Kallikrein-7 (Homo sapiens), P49862; purified proKLK7, EDANS-DABCYL substrate fluorescence; 100% is mature enzyme control, 0% vehicle; activation, % at 7 µM; 370,000 tested, 0.9% active;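 active = activation above the mean of all tested compounds plus 3 SD, computed per campaign excluding outliers beyond control limits, cut at about 13% in these data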
PLC-gamma1 inh = PLC-gamma1 enzyme inhibitors, primary screen, biochemical, fluorescence, purified enzyme. fluorogenic substrate. inhibition, % at 12.2 µM. 370,000 tested, 0.84% active. AID 720700, 2013; in the data active = inhibition above about 9.5%
MBD2 DNA inh = inhibitors of MBD2 binding to methylated DNA, primary screen, biochemical, TR-FRET, DNA-binding domain, human; Methyl-CpG-binding domain protein 2 (Homo sapiens), Q9UBB5; MBD2 binding to methylated oligonucleotide; inhibition, % at 4.4 µM; 370,000 tested, 0.31% active; AID 686964, 2013; in the data active = inhibition above about 13%
DDE Tn6 FP inh = inhibitors of Tn6 peptide binding to fibrin DD(E), primary screen, biochemical, fluorescence polarization, human fibrin, Tn6 probe; Fibrinogen beta chain (Homo sapiens), P02675; Fibrin DD(E) TRITC-Tn6 fluorescence polarization displacement; inhibition, % at 8.3 µM; 370,000 tested, 0.21% active; AID 720509, 2013;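 active = inhibition above a per-campaign cutoff: mean of compounds within control limits plus 3 SD, cut at about 15% in these data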;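 note: 0% = median of all compound wells on the plate and 100% = blocking peptide control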
ADAM17 inh = ADAM17 inhibitors, primary screen, biochemical, QFRET. 370,000 tested, 0.83% active. Disintegrin and metalloproteinase domain-containing protein 17 (Homo sapiens), P78536. recombinant ADAM17, EDANS/DABCYL FRET peptide cleavage. AID 720648, 2013. inhibition, % at 6.95 µM;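 active = inhibition above the mean of compounds lying between control limits plus 3 SD, set per campaign, cut at about 8.5% in these data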;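 note: 0% = DMSO-only wells as the low control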
PLC-beta3 inh = human PLC-beta3 inhibitors, primary screen, biochemical, fluorescence; 1-phosphatidylinositol 4,5-bisphosphate phosphodiesterase beta-3 (Homo sapiens), Q01970; inhibition, % at 12.2 µM; 370,000 tested, 0.18% active; Purified PLC-beta3, fluorogenic substrate; in the data active = inhibition above about 11%;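 note: 0% = median of compound wells on plate and 100% = full blocker control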
Target sequence (Q01970 whole entry, looked up): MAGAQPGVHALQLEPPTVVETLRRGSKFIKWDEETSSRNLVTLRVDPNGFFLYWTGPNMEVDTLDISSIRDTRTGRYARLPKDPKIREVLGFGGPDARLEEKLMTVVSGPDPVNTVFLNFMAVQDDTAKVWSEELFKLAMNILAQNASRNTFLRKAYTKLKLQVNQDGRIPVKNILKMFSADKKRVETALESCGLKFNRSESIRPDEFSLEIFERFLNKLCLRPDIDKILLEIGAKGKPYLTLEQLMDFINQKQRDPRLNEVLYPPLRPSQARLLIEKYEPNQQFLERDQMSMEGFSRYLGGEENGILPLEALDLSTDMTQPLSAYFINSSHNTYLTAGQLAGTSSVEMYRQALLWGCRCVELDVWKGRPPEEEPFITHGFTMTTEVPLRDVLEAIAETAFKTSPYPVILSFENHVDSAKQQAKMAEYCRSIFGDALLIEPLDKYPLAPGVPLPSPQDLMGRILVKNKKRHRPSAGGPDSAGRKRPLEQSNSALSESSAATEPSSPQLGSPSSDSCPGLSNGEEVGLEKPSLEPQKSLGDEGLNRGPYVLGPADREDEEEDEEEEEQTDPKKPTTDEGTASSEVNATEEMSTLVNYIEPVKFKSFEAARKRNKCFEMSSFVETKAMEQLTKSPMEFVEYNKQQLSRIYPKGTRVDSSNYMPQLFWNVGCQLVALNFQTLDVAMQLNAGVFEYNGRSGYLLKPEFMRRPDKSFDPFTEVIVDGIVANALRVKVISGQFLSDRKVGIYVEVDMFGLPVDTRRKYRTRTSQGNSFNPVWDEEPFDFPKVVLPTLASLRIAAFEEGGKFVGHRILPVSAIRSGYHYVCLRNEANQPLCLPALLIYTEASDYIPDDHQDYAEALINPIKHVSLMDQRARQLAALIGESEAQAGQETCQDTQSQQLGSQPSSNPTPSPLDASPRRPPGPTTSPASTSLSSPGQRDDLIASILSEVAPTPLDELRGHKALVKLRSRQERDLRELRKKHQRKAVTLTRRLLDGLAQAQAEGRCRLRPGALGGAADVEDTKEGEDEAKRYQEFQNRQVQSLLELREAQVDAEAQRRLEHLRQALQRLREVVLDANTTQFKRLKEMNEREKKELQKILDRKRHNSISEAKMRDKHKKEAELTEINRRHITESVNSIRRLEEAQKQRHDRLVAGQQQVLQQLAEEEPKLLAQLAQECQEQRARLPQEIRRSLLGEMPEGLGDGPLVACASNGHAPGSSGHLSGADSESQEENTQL
UHRF1 MBD2 ctr = UHRF1 methylated DNA binding inhibitors, primary screen, counter-screen for MBD2 inhibitor project, biochemical, TR-FRET, human UHRF1, single concentration; 370,000 tested, 0.75% active; inhibition, % at 4.4 µM; AID 687016, 2013; E3 ubiquitin-protein ligase UHRF1 (Homo sapiens), Q96T88; UHRF1 binding to methylated oligo; in the data active = inhibition above about 21%;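 note: UHRF1 SRA domain binding a hemimethylated CpG hairpin DNA probe; 0% = median of test compound wells and 100% = reference inhibitor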
DDE Tn7 FP inh = inhibitors of Tn7 peptide binding to fibrin DD(E), primary screen, biochemical, fluorescence polarization, human fibrin, Tn7 probe | 370,000 tested, 0.13% active | FP displacement of FITC-Tn7 peptide from fibrin DD(E); 0% = median of compound wells per plate | inhibition, % at 8.3 µM;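 active = inhibition above the mean of compounds falling within the control limits plus 3 SD of them, cut at about 14% in these data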;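 note: 0% = plate median of compound wells and 100% = 10 µM Aha-Tn7 peptide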
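system = human fibrin DD(E) protein | quantity = DD(E) 2 µM final | medium = Tris/NaCl/CaCl2 buffer, pH 7.8 | also added = labelled Tn7 tracer, 0.1 µM | compound dosing = single point at 8.3 µM | timing = compound with protein 10 min, then 3 h after probe, room temperature | signal = FP measurement | benchmarks = Aha-Tn7 high control | repeats = one replicate per compound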
ARFGAP1 inhibitor = inhibitors of rat ARFGAP1 GAP activity, primary screen, biochemical, fluorescence polarization, GDP tracer; 360,000 tested, 0.26% active; ADP-ribosylation factor GTPase-activating protein 1 (Rattus norvegicus), Q62848; inhibition, % at 16.5 µM; Arfgap1-stimulated ARF1 GTP hydrolysis, GDP FP detection;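 active = inhibition above a per-plate limit, mean inhibition of low control wells plus 3 SD, cut at about 25% in these data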;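 note: 0% = DMSO wells with enzyme and 100% = wells lacking Arfgap1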
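Repeats: one replicate per compound; assay system: rat Arfgap1 catalytic domain, aa 1-136; times: enzyme reaction 120 min at 25 °C after 20 min preincubation; detection: FP of antibody-bound GDP Alexa 633 tracer, ex 620/em 688 nm; benchmarks: high control wells lacking Arfgap1, low control full reaction with DMSO; reagent: human ARF1(Δ1-17)-GTP substrate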
ASAP1 inh = inhibitors of human ASAP1 ArfGAP activity, primary screen, biochemical, fluorescence polarization | ASAP1-stimulated ARF1 GTP hydrolysis, GDP FP detection | inhibition, % at 16.5 µM | 360,000 tested, 0.19% active | AID 624377, 2012; in the data active = inhibition above about 25%;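 note: 0% = vehicle with enzyme and substrate and 100% = no enzyme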
Active calls of the source: *; · = no result given.

Second line of a record: proKLK7 act	PLC-gamma1 inh	MBD2 DNA inh	DDE Tn6 FP inh	ADAM17 inh	PLC-beta3 inh	UHRF1 MBD2 ctr	DDE Tn7 FP inh	ARFGAP1 inhibitor	ASAP1 inh
1. Cc1cc(C)nc(SC(C)C(=O)Nc2ccc(S(N)(=O)=O)cc2)n1 (configuration not stated)
  1.3	5	-2	5	-2	1	1	-5	8	-3
2. O=C(CCCn1cnc([N+](=O)[O-])n1)Nc1ccc(F)c(Cl)c1
  -0.6	0	0	-3	-5	-1	-1	4	0	5
3. COc1ccc(NC(=O)c2cc(C3CCCCN3C(=O)c3cc(F)ccc3C)on2)c(C)c1 (configuration not stated)
  0.8	9.7*	-3	-1	5	3	-1	6	-5	-6
4. NCCOc1ccc(C23CC4CC(CC(C4)C2)C3)cc1
  -0.4	6	-4	-2	0	-1	3	-7	7	6
5. CCC(C)NC(=O)C1(N2C(=O)c3ccccc3C2=O)CCCC1 (configuration not stated)
  -0.7	1	-1	7	2	4	2	-7	3	-14
6. COc1cccc(NC(=O)Cc2ccc3ccccc3c2)c1
  0.0	4	-1	2	4	-1	0	0	14	0
7. Cc1ccccc1NC(=O)NNC(=O)CCc1ccccc1
  -0.1	2	-4	0	-1	-3	0	-5	-1	-4
8. COC(=O)[C@]12C[C@H](CC(=O)NCCCCc3ccccc3)C(=O)N(Cc3ccc4c(c3)OCO4)C1=C[C@H](C(C)C)O[C@@H]2C1CC1
  0.3	3	-1	4	6	0	1	2	·	·
9. C#CCSc1n[nH]c(-c2ccco2)n1
  0.1	0	3	-2	-1	-5	1	-6	6	4
10. CC(C)C(=O)Nc1ccc(N2CCCC2)cc1
  0.3	-6	3	2	-5	-9	2	4	-7	8
11. O=C(Nc1ccncc1)c1cc(S(=O)(=O)N2CCOCC2)ccc1Cl
  -0.1	1	-2	3	0	-4	1	-2	3	1
12. Cc1cc(C)c2cc(C#N)c(NCCCNC(=O)CCC(=O)O)nc2c1
  15*	-118	-2	1	-122	-144	-3	-4	16	12
13. COc1cccc(C2C(C(C)=O)=C(O)C(=O)N2Cc2ccco2)c1 (configuration not stated)
  -0.3	-2	-5	1	-9	-1	-8	3	1	5
14. CN(C)c1ccc(C(=O)Nc2nnc(-c3ccc(Cl)cc3)o2)cc1
  -0.1	-9	0	0	-1	-13	-2	-9	7	8
15. CCOC(=O)c1nnn2c1nc(N(CC)CC)c1ccccc12
  -0.3	-2	0	-3	-3	-12	0	6	1	9
16. CCOC(=O)Cc1csc(NC(NC(=O)OCC)(C(=O)OCC)C(F)(F)F)n1 (configuration not stated)
  0.4	-2	-3	0	-4	2	-2	1	7	-1
17. CC(C)c1csc(CN2CCN(CCc3ccccc3)C(CCO)C2)n1 (configuration not stated)
  -0.5	1	1	0	-3	-3	-4	-3	2	-9
18. Cc1ccccc1NS(=O)(=O)c1ccc(C(=O)N2CC(C)OC(C)C2)cc1 (configuration not stated)
  0.2	5	0	-6	-4	-6	3	-2	7	-1
19. COc1cc(CNCCc2ccccc2F)ccc1OCC(=O)N1CCCCC1
  0.0	-3	-3	8	-1	0	-3	1	0	-11
20. Cn1c(=O)c2ccccc2n(Cc2ccccc2F)c1=O
  -0.1	1	1	0	-3	3	-2	3	4	4
21. COC(=O)/C=C/c1ccc2c(c1)S(=O)(=O)N(c1cccc(OC)c1)[C@H]2CC(=O)OC
  -0.3	-7	0	-9	-2	-13	0	1	-1	6
22. CCOC(=O)[C@]12CCCC=C1N(Cc1ccc(OC)cc1)C(=O)[C@@H]2CC(=O)N1CCN(C(=O)C2CC2)CC1
  0.6	-1	-3	3	-7	1	1	3	·	·
23. COc1cccc(NC(=O)N2CCCC2C(=O)NC(C)C)c1 (configuration not stated)
  0.1	1	2	8	-4	2	1	-5	-19	-11
24. O=c1c2ccccc2nc2n1C(CBr)CN2 (configuration not stated)
  -0.3	0	0	-1	-4	-3	0	-2	10	2
25. CC(NC(=O)c1cc2ccccc2oc1=O)c1ccccc1 (configuration not stated)
  -0.7	-9	-1	3	-21	-7	-3	-1	-8	-6
26. Cc1ccc(N(CC(=O)N2CC(=O)Nc3ccccc32)S(=O)(=O)c2ccc3c(c2)OCCO3)cc1
  0.3	2	-2	-6	1	-1	-1	3	-2	-6
27. N/C(=N\OC(=O)CCCOc1ccc(Cl)cc1Cl)c1ccccn1
  0.4	-5	4	-1	-4	-11	-2	-1	7	-12
28. O=C1/C(=C/c2cccs2)Cc2ccccc21
  -0.4	0	1	-6	-4	-5	-8	0	2	-1
29. COc1ccc2[nH]c3c(c2c1)CCN1C(=O)C(CC(=O)NCCCn2ccnc2)C[C@H](C(=O)N2CCCCC2)[C@@]31C (some centres not stated)
  -0.5	0	2	2	-2	-3	-2	-10	3	-1
30. CNC(=S)Nc1ccc(C(N)=O)cc1
  0.5	1	3	-3	-1	-9	-2	1	2	-13

Given in markdown: entries from further up.
| item | SMILES | proKLK7 act | PLC-gamma1 inh | MBD2 DNA inh | DDE Tn6 FP inh | ADAM17 inh | PLC-beta3 inh | UHRF1 MBD2 ctr | DDE Tn7 FP inh | ARFGAP1 inhibitor | ASAP1 inh |
| --- | --- | --- | --- | --- | --- | --- | --- | --- | --- | --- | --- |
| 1 | Cc1cc(C)nc(SC(C)C(=O)Nc2ccc(S(N)(=O)=O)cc2)n1 (configuration not stated) | 1.3 | 5 | -2 | 5 | -2 | 1 | 1 | -5 | 8 | -3 |
| 2 | O=C(CCCn1cnc([N+](=O)[O-])n1)Nc1ccc(F)c(Cl)c1 | -0.6 | 0 | 0 | -3 | -5 | -1 | -1 | 4 | 0 | 5 |
| 3 | COc1ccc(NC(=O)c2cc(C3CCCCN3C(=O)c3cc(F)ccc3C)on2)c(C)c1 (configuration not stated) | 0.8 | 9.7* | -3 | -1 | 5 | 3 | -1 | 6 | -5 | -6 |
| 4 | NCCOc1ccc(C23CC4CC(CC(C4)C2)C3)cc1 | -0.4 | 6 | -4 | -2 | 0 | -1 | 3 | -7 | 7 | 6 |
| 5 | CCC(C)NC(=O)C1(N2C(=O)c3ccccc3C2=O)CCCC1 (configuration not stated) | -0.7 | 1 | -1 | 7 | 2 | 4 | 2 | -7 | 3 | -14 |
| 6 | COc1cccc(NC(=O)Cc2ccc3ccccc3c2)c1 | 0.0 | 4 | -1 | 2 | 4 | -1 | 0 | 0 | 14 | 0 |
| 7 | Cc1ccccc1NC(=O)NNC(=O)CCc1ccccc1 | -0.1 | 2 | -4 | 0 | -1 | -3 | 0 | -5 | -1 | -4 |
| 8 | COC(=O)[C@]12C[C@H](CC(=O)NCCCCc3ccccc3)C(=O)N(Cc3ccc4c(c3)OCO4)C1=C[C@H](C(C)C)O[C@@H]2C1CC1 | 0.3 | 3 | -1 | 4 | 6 | 0 | 1 | 2 | · | · |
| 9 | C#CCSc1n[nH]c(-c2ccco2)n1 | 0.1 | 0 | 3 | -2 | -1 | -5 | 1 | -6 | 6 | 4 |
| 10 | CC(C)C(=O)Nc1ccc(N2CCCC2)cc1 | 0.3 | -6 | 3 | 2 | -5 | -9 | 2 | 4 | -7 | 8 |

Next part
Second line of a record: proKLK7 act	PLC-gamma1 inh	MBD2 DNA inh	DDE Tn6 FP inh	ADAM17 inh	PLC-beta3 inh	UHRF1 MBD2 ctr	DDE Tn7 FP inh	ARFGAP1 inhibitor	ASAP1 inh
31. CCOC(=O)N1CCN(C(=O)c2ccc3c(=O)n(CCC4=CCCCC4)c(=S)[nH]c3c2)CC1
  0.4	-1	7	-5	-4	0	2	1	-9	5
32. CC1CCc2sc(C(=O)N/N=C/c3ccc([N+](=O)[O-])cc3)cc2C1 (configuration not stated)
  -0.1	-1	1	-2	0	-2	-6	-2	-1	5
33. COc1ccc(C(=O)NC(=S)NNC(=O)c2ccccc2C)cc1
  0.5	-1	1	-5	-4	-10	-6	3	3	8
34. CCc1nc2ccccc2c(C(=O)OCCN2C(=O)c3ccccc3C2=O)c1C
  0.7	4	-5	6	-2	0	2	2	-8	5
35. COC(=O)C[C@@H]1CC[C@@H]2[C@H](COc3ccc(NC(=O)c4ccc(F)c(F)c4)cc3C(=O)N2C)O1
  0.9	3	-2	0	1	1	2	-1	·	·
36. CC(OC(=O)C1=NNC(=O)CC1)C(=O)Nc1ncc(Cl)cc1Cl (configuration not stated)
  -0.1	0	-2	8	-1	-2	1	-8	2	5
37. CC1=Nc2cc(C(=O)N3CCCCC3)ccc2Sc2ccc(C)cc21
  0.3	-1	4	-3	-1	-6	2	-4	-1	-9
38. CC(C)CC1(C)N=C(c2ccccc2)C(=S)N1 (configuration not stated)
  -0.1	2	7	-4	-7	1	3	4	-7	8
39. Cc1c(NC(=O)c2ccc(F)c(S(=O)(=O)N3CCOCC3)c2)c(=O)n(-c2ccccc2)n1C
  0.7	0	2	-1	-4	1	0	2	11	0
40. Cc1ccc(C(C(=O)NC2CCCCC2)N(Cc2cccnc2)C(=O)c2csnn2)cc1 (configuration not stated)
  0.0	0	1	3	0	-7	1	-9	-7	-3
41. CCOC(=O)CC(NS(=O)(=O)c1ccc(OC)c(OC)c1)c1cccc([N+](=O)[O-])c1 (configuration not stated)
  -0.7	3	1	-4	1	3	0	-4	-6	4
42. COc1cccc(NC(=S)N(CCCN2CCOCC2)C(C)c2cc3cccc(OC)c3o2)c1 (configuration not stated)
  -0.6	0	3	-6	-3	-4	16	2	1	5
43. O=C(N/N=C/c1ccoc1)c1ccccc1
  -0.6	5	2	-7	0	-4	4	4	7	-4
44. C=CCn1c(NC(=O)CC)c(C(=O)OCC)sc1=S
  -0.3	8	-1	-3	1	8	4	3	-19	-3
45. CCn1c(Cc2cccn2C)nnc1SCC(=O)c1ccc(C)cc1
  0.9	-8	2	5	1	-9	-2	2	-2	-8
46. O=C(COC(=O)c1cnccn1)c1ccc(C2CCCCC2)cc1
  -0.2	0	2	5	-2	-8	2	5	-3	1
47. Cc1csc(=O)n1CCC(=O)N(C)Cc1c(F)cccc1Cl
  -0.1	3	0	-1	2	3	4	4	-2	5
48. CCn1c(-c2ccccc2)c[nH]c1=S
  0.4	0	-6	-1	1	6	-3	-9	2	2
